# procasp3 activ – activates human procaspase-3 | P42574 | recombinant procaspase-3 D3A, Ac-DEVD-pNA absorbance 405 nm | activation, % at 8.5 µM | hit rate 0.11% among 330,000;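 active = activation above the mean of all tested compounds plus 3 SD, cut at about 21% in these data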;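 note: 0% = DMSO alone and 100% = DMSO wells spiked with extra 5 µM PC-3 D3A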
# Target sequence (P42574 whole entry D9A/D28A/D175A): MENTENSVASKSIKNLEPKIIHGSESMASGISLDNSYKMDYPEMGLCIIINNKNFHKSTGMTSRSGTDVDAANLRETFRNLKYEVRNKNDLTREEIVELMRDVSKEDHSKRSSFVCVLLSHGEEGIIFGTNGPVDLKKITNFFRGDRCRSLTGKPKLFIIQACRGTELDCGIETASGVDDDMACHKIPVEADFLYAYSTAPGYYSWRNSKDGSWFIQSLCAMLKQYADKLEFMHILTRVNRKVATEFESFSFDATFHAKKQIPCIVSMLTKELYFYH
#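 Assay system – Procaspase-3 D3A mutant · Benchmarks – DMSO low control, extra-enzyme high control · Technique – 405 nm absorbance of p-nitroaniline, reads at 0 and 120 min · Doses – 8.5 µM nominal · Measure – % activation between DMSO and enzyme-spiked controls · Also added – Ac-DEVD-pNA chromogenic peptide substrate · Schedule – 1 h compound preincubation, 2 h substrate hydrolysis at 25 °C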
# Efflux pump mplx – inhibitors of Candida antifungal efflux pumps expressed in yeast | inhibition, % at 10 µM | S. cerevisiae Candida pump triplex, Nile Red efflux | AID 485275 | hit rate 0.44% among 330,000;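 active = plate passing quality check with inhibition over a set limit, or well fluorescence over plate mean plus 4 SD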;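 note: Nile Red retained in pooled yeast measured as flow cytometry median fluorescence; 0% = buffer negative control and 100% = Enniatin B positive control; higher means more Nile Red kept so more efflux inhibition; some compounds called inactive have numbers as strong as hits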
# proCasp7 act – activates human procaspase-7, counter-screen for procaspase-3 activators | P55210 | recombinant procaspase-7, Ac-DEVD-pNA absorbance 405 nm; D23A/D198A/D206A triple mutant, cannot self-cleave; scale: DMSO 0, 5 µM enzyme 100 | activation, % at 8.5 µM | hit rate 0.093% among 330,000 | AID 463210;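 active = percent activation above the screen-wide mean plus 3 SD, cut at about 25% in these data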
#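 Assay system: Uncleavable procaspase-7 mutant enzyme; Input: 2 µM procaspase-7 mutant as dispensed; Also added: DEVD-pNA substrate; Medium: Zinc-free HEPES pH 7.4 with 300 mM NaCl, 0.01% Triton X-100; Timing: 1 h compound preincubation, 2 h substrate cleavage, 25 °C; Measured by: Epi-absorbance of released pNA at 405 nm, two timepoints.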
# PP1 counter – PP1-alpha (human) inhibition in PP5 counter-screen; P62136; hit rate 0.9% among 320,000; AID 2235; purified PP1alpha, OMFP fluorescence; inhibition, % at 6.7 µM;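 active = inhibition above the mean inhibition of all tested compounds plus 3 SD, computed separately for each screening campaign, cut at about 15% in these data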
# Target sequence (P62136 whole entry, looked up): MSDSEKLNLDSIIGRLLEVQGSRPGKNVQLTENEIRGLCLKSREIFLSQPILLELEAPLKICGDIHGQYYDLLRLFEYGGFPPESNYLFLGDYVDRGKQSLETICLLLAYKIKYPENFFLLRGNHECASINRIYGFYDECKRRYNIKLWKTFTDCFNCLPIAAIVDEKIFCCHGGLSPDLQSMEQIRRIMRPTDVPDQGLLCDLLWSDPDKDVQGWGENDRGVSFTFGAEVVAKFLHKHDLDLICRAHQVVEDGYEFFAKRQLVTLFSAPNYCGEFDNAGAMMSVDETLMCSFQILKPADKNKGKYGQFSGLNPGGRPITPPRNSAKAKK
# PP5 inh – blocks human protein phosphatase 5 activity; P53041; purified PP5c, OMFP substrate fluorescence; inhibition, % at 6.7 µM; hit rate 0.18% among 320,000;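 active = inhibition above the campaign's mean inhibition across all tested compounds plus 3 SD, cut at about 9.5% in these data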;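 note: 0% = DMSO only and 100% = 100 µM cantharidin control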
# GASC-1 inh – human JMJD2C demethylase inhibition | hit rate 0.069% among 330,000 | GST-JMJD2C(1-420) H3K9me3 demethylation, DELFIA europium | inhibition, % at 2.35 µM;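 active = more than half of a compound's replicate wells show inhibition beyond 50%, single wells judged on their own value; inconclusive = some, but no more than half, of replicates pass 50% inhibition; inactive = no replicate passes 50% inhibition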;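 note: signal counts dimethyl H3K9 product captured on neutravidin plate; 0% = median of DMSO wells and 100% = 0.3 times that DMSO median; strong numbers were not always called active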
# Target sequence (Q9H3R0 1-420 limits assumed): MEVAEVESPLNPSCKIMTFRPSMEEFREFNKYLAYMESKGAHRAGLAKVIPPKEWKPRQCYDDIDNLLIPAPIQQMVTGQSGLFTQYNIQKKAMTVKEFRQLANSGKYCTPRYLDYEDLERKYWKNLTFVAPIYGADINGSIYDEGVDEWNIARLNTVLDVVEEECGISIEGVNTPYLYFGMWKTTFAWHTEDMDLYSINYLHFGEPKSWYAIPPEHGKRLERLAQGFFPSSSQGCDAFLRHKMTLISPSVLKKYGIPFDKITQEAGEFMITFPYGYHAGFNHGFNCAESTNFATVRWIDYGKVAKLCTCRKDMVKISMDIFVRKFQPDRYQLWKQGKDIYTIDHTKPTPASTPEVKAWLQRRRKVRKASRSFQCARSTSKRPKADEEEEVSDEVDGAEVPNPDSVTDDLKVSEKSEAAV
# core dimer inh – blocks dimerization of HCV core protein. TR-FRET GST/Flag-core106 dimerization, 1536-well. inhibition, % at 5 µM. hit rate 0.33% among 300,000;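 active = inhibition above the mean of all tested compounds plus 3 SD, set per screening campaign, cut at about 45% in these data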
#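 Assay system: Tagged HCV core106 pair (GST and Flag) | Buffer or medium: KF-containing HEPES buffer, pH 7.45, DTT, CHAPS, BSA | Also added: Eu donor and XL665 acceptor anti-tag antibodies | Dosing: One concentration, 5 µM, in 0.5% DMSO | Timing: 4 h at 22.5 °C | Technique: TR-FRET 671 and 617 nm emission | Repeats: Singlicate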
# CTSL1 counter – counter-screen for PFM18AAP inhibitors: inhibitors of F. hepatica cathepsin L1; hit rate 0.49% among 300,000; inhibition, % at 5.96 µM; recombinant F. hepatica cathepsin L1, Z-Leu-Arg-MCA fluorescence; AID 1906;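 active = inhibition above the mean of all tested compounds plus 3 SD, set per screening campaign, cut at about 17% in these data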;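 note: 0% = plate median of test compound wells and 100% = 1 µM Z-Phe-Ala-diazomethylketone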
# TPT1 inhibitor – blocks Candida albicans tRNA 2'-phosphotransferase; recombinant caTPT1, FP RNA substrate dephosphorylation; inhibition, % at 5 µM; hit rate 0.81% among 300,000; AID 1962;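 active = inhibition above the mean of all tested compounds plus 3 SD, set per screening campaign, cut at about 24% in these data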;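 note: plate controls were DMSO alone for no effect and ferristatin control at 100 nM for full effect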
# Active calls of the source: *; ? = inconclusive; . = not tested or not shown.
# The line under a structure holds: procasp3 activ	proCasp7 act	core dimer inh	PP5 inh	GASC-1 inh	CTSL1 counter	TPT1 inhibitor	PP1 counter	Efflux pump mplx
COc1nc(NC(=O)c2ccc(F)cc2)nc(OC)c1-c1ccccc1
 : 0	7	-19	2.8	-17	4	-1	-3	-0.3
COc1cc(C)c(C(=O)Oc2cc(C)c(C(=O)O)c(O)c2)c(O)c1
 : 2	-9	-2	2.9	15	-1	0	3	0.5
Cn1c(CNC(=O)c2ccco2)nnc1SCC(=O)Nc1cccc(F)c1
 : -1	10	-2	1.5	7	2	2	-2	0.1
Cc1ccc(NC(=O)c2ccccc2NS(=O)(=O)c2ccc(Cl)s2)cc1S(=O)(=O)N1CCOCC1
 : 0	1	22	6.9	-4	0	3	5	0.1
CC(OC(=O)C1CCCCC1)C(=O)Nc1ccc(S(N)(=O)=O)cc1 (stereo not given)
 : -4	2	.	1.1	1	.	.	-8	-0.1
COc1cc(OC)c(OC)cc1CN1CCN(C(=O)c2cccc3ccccc23)CC1
 : 3	4	2	2.6	0	-1	1	-3	0.1
O=C(NCc1ccccc1Cl)C1CCN(S(=O)(=O)c2ccc(-n3cnnn3)cc2)CC1
 : 3	2	-7	1.6	7	-2	-5	0	-0.1
O=C(COC(=O)c1cccc2c1C(=O)c1ccccc1C2=O)NC1CCCCC1
 : -3	-5	4	3.3	-6	11	-8	-1	0.1
CCCCNC(=O)C1CC(c2ccccc2[N+](=O)[O-])=NO1 (stereo not given)
 : 3	1	-7	0.9	-4	-3	1	-4	-0.1
O=C(CNC(=O)c1ccco1)N=Nc1c(O)[nH]c2ccc([N+](=O)[O-])cc12
 : 4	7	1	1.1	-10	4	-1	-2	-0.1
COC(=O)c1ccccc1OCCCOc1ccc(C)cc1OC
 : 3	-7	3	5.2	-17	-1	2	-2	0.1
N#CCSc1nnc(COc2cccc3ccccc23)n1-c1cccc(Cl)c1
 : 12	11	18	3.9	4	-2	-1	4	-0.1
Cc1ccc(-c2csc3ncnc(Oc4ccc5c(C)cc(=O)oc5c4)c23)cc1
 : -4	2	11	1.9	5	-1	-2	1	0.0
COc1cc(/C=C(\C#N)C(N)=O)ccc1OCc1c(C)no[n+]1[O-]
 : 4	-6	2	2.6	4	-2	-3	-1	0.0
COC(=O)C1=CN(Cc2cccs2)C=C(C(=O)OC)C1c1cccc(O)c1
 : 2	-4	7	0.3	-1	7	0	-2	-0.3
CCOC(=O)Cc1nc(-c2cccc(C(F)(F)F)c2)no1
 : -1	8	-2	-0.8	2	0	0	-2	0.1
Cc1cc(C)cc(N(CC(=O)NC2CCCC2)C(=O)CCC(=O)Nc2nccs2)c1
 : 6	1	5	3.5	-3	0	0	-1	0.1
Cc1ccc(SC(C)C(=O)O/N=C(\N)c2ccncc2)cc1 (stereo not given)
 : -8	-2	-2	-2.9	3	2	2	-3	0.2
Cc1ncc(CO)c2c1Oc1nc(-c3ccccc3)nc(SCC(=O)N3CCCCC3)c1C2
 : 7	-1	20	0.7	1	5	0	3	0.2
CC1Sc2ccc(S(=O)(=O)CCC(=O)NC3CCCCC3C)cc2NC1=O (stereo not given)
 : -4	-2	2	4.1	18	-2	1	-7	0.3
COc1ccc(CN(Cc2ccc(OC)cc2)C(=O)c2cccs2)cc1
 : 2	-6	7	1.4	4	-3	3	7	0.0
CN(C)C(CNS(=O)(=O)c1ccc(Br)cc1)c1cccnc1 (stereo not given)
 : 0	0	8	0.8	2	2	3	-1	-0.1
O=C(NCC1CCCO1)C(c1cccs1)N(Cc1ccccc1Cl)C(=O)c1ccc(-c2ccccc2)[nH]1 (stereo not given)
 : -2	8	12	0.3	-17	7	1	5	-0.2
Cc1ccccc1Cn1c(=O)n(CCC(=O)NCc2ccc3c(c2)OCO3)c(=O)c2ccccc21
 : -2	2	13	2.6	-5	0	1	2	0.1
CC1(C)CC(N2CCCC2)=CC(=[N+]2CCCC2)C1
 : -10	-6	-17	0.0	3	7	1	3	-0.1
CCOC(=O)c1ccc(CN2Cc3ccccc3C2=O)cc1
 : -9	5	9	-3.2	-18	-8	2	-3	0.0
CCN(CC(=O)Nc1cccc(OC)c1)CC(=O)Nc1cccc2ccccc12
 : 5	6	.	1.4	3	.	.	2	0.1
Cc1cc(C)nc(Nc2ccccc2Br)n1
 : 2	-1	3	-0.5	-7	-1	1	3	-0.1
CCOc1ccc(C(=O)NCC(=O)OC(C)C(=O)NCc2ccco2)cc1OCC (stereo not given)
 : -17	-3	5	-4.5	-4	-15	-6	0	0.0
O=C(CSc1nnc(NC(=O)c2ccco2)s1)Nc1ccc(F)cc1
 : -5	5	5	0.0	4	1	2	-6	-0.2
COc1ccc([N+](=O)[O-])cc1N(CC(O)CN(C)C)S(=O)(=O)c1ccc(C)cc1 (stereo not given)
 : 1	7	-2	-1.2	11	2	4	-6	0.0
C=CCC(C#N)(c1ccc(OC)c(OC)c1)c1cnccn1 (stereo not given)
 : 1	-6	-8	-0.1	?	-1	-3	-1	-0.1
CCCOc1ccc(N/C=C/C(=O)C(C)(C)C)cc1
 : -3	1	-1	3.7	10	-1	0	-3	0.4
COc1cccc(N(C(=O)CNC(=O)c2ccco2)C(C(=O)NC2CCCCC2)c2ccncc2)c1 (stereo not given)
 : 7	-11	-1	2.5	0	-2	1	-1	0.3
CC[C@@]1(C(=O)OC)N[C@H](CN(C)C(=O)Nc2ccc(C)cc2)[C@@H]2C(=O)N(C)C(=O)[C@@H]21
 : -4	10	.	.	35	.	.	.	-0.2
CC(=O)c1ccc(OC(=O)CCc2nc3ccccc3s2)cc1
 : -27	-35	22	-0.5	3	-44	-2	0	0.0
O=C(c1ccc(N2CCOCC2)c([N+](=O)[O-])c1)N1CCN(S(=O)(=O)c2cccs2)CC1
 : -4	11	0	-2.0	1	-2	-2	-4	0.0
Fc1ccccc1/C=C/c1ccc2ccccc2n1
 : -6	2	8	1.5	-5	2	2	-1	-0.1
CC(C)CCNC(=O)C(=O)NC1CCCC1
 : 4	1	0	0.1	-13	3	0	0	0.1
COc1cccc(C(=O)NNC(=O)CCc2ccccc2)c1
 : -6	-12	-1	2.5	6	-3	-7	-2	-0.2
O=C(COC(=O)Cn1cnc2ccccc21)NCCC1=CCCCC1
 : 11	2	0	-0.5	3	-2	-4	-3	0.1
Cc1csc(/N=C/N(C)C)c1C#N
 : -3	-3	-4	-1.7	-8	13	-7	0	-0.2
CC(=O)Oc1ccc(C(=O)Nc2cc(C)ccc2NC(=O)COc2ccccc2)cc1
 : 10	-8	3	1.4	-3	-24	-2	1	0.0
COc1ccc(S(=O)(=O)N2CCC(C(=O)Nc3ccccc3N3CCCCC3)CC2)cc1OC
 : 2	-2	14	2.2	?	1	0	5	0.0
Cc1nc(NC(=O)C2CC2)sc1C(=O)N(C)C
 : -8	-9	1	2.2	-19	-1	-4	0	0.2
Cc1cc(C)cc(NC(=O)CSc2ccccc2)c1
 : 2	2	5	-0.1	11	1	-1	-3	0.0
Cn1cnnc1SCC(=O)Nc1ccc(S(=O)(=O)N2CCCC2)cc1
 : -7	3	1	1.6	-8	2	0	-5	0.0
CN(CC(=O)Nc1cccc(F)c1)C(=O)c1cn(-c2ccccc2)nc1-c1ccc(Cl)cc1
 : 0	8	.	7.5	14	.	.	0	0.3
COC(=O)c1sccc1NC(=S)N1C(C)CCCC1C (stereo not given)
 : -8	11	2	-3.0	-4	0	-5	2	-0.1
Cc1nc2ccc(S(=O)(=O)NC(C(=O)Nc3nccs3)C(C)C)cc2s1 (stereo not given)
 : 9	-7	-2	0.9	-5	6	-1	-3	0.1
Cn1c(=NC(=O)c2ccc(S(=O)(=O)N3CCCc4ccccc43)cc2)sc2cc(S(C)(=O)=O)ccc21
 : 2	4	0	0.7	5	-8	-1	-1	0.1
Cc1ccc(NC(=O)c2cc3cc(OC(F)(F)F)ccc3[nH]2)cc1
 : -1	-4	5	3.1	-28	-5	-2	1	0.0
Cc1cccc(C)c1Nc1nnc(SCc2cn3cccc(C)c3n2)s1
 : 6	3	-1	4.0	-4	-5	4	-1	0.3
CCOc1cc(Br)c(C(C)NC(=O)c2cccnc2)cc1OCC (stereo not given)
 : 2	-3	-9	-3.1	-4	0	-5	-8	-0.1
Cc1ccc(OCCOC(=O)c2cc(S(=O)(=O)N3CCCCC3)ccc2N2CCOCC2)cc1
 : 0	0	.	1.7	30	.	.	6	-0.1
CCCC(O)(CCN1CCOCC1)c1ccc(Cl)cc1 (stereo not given)
 : 3	8	2	-5.0	-4	9	-1	-8	-0.1
COc1ccc(NC(=O)NCCCN2CCN(c3cc(C)ccc3C)CC2)cc1
 : 5	-8	4	0.5	3	-5	-1	-3	-0.1
O=C1CCC(C(=O)N2CCCCCC2)CN1Cc1cccc(C(F)(F)F)c1 (stereo not given)
 : -5	-4	7	-0.3	-5	3	-3	-3	0.1
COc1ccccc1Oc1ccc2c(c1)C(=O)N(c1ccc(Br)c3cccnc13)C2=O
 : -5	-2	24	2.3	3	-1	2	-4	0.0
O=C(NC1CCCC1)C1CCN(C(=O)c2ccc(-c3ccccc3)cc2)CC1
 : 7	7	3	0.7	-3	1	2	-4	0.0

# Reprinted from the part before: two entries, then new ones.
# The line under a structure holds: procasp3 activ	proCasp7 act	core dimer inh	PP5 inh	GASC-1 inh	CTSL1 counter	TPT1 inhibitor	PP1 counter	Efflux pump mplx
COc1ccccc1Oc1ccc2c(c1)C(=O)N(c1ccc(Br)c3cccnc13)C2=O
 : -5	-2	24	2.3	3	-1	2	-4	0.0
O=C(NC1CCCC1)C1CCN(C(=O)c2ccc(-c3ccccc3)cc2)CC1
 : 7	7	3	0.7	-3	1	2	-4	0.0
COc1ccc(-c2nnc(SC(C)C(=O)Nc3c(C)n(C)n(-c4ccccc4)c3=O)o2)cc1 (stereo not given)
 : 12	4	-6	1.0	1	1	-2	3	-0.2
O=C1CC(CSc2ccc(Cl)cc2)=NN1
 : -4	-10	-7	4.0	50	-3	2	1	-0.1
O=C(NCc1ccccc1)c1c[nH]c2ccc(F)cc2c1=O
 : -8	-4	0	-0.6	-4	4	3	0	-0.1
CCOC(=O)c1cc2sc(C)cc2n1CCCN1C(=O)c2ccccc2C1=O
 : -4	3	8	0.9	-8	-4	1	-2	0.3
CCCc1ccc(-c2ccc(F)c(N)c2)nc1
 : 3	4	-4	1.2	7	0	-3	0	0.0
Nc1cccc(NC(=O)CCC(=O)NCc2ccco2)c1
 : 14	-2	8	-1.7	5	3	0	-2	0.0

# From PubChem

# Compounds were not picked by outcome; any-hit rate near 2.9%.
